STK33 inh: human STK33 kinase inhibition; Q9BYT3; purified STK33, MBP phosphorylation, ADP-Glo luminescence; inhibition, % at 10 µM; 320,000 compounds, 0.073% hits; AID 2661;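 active = inhibition at or above 25%, using the most active replicate where run in duplicate; inactive = inhibition below 25%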
Target sequence (Q9BYT3 whole entry, looked up): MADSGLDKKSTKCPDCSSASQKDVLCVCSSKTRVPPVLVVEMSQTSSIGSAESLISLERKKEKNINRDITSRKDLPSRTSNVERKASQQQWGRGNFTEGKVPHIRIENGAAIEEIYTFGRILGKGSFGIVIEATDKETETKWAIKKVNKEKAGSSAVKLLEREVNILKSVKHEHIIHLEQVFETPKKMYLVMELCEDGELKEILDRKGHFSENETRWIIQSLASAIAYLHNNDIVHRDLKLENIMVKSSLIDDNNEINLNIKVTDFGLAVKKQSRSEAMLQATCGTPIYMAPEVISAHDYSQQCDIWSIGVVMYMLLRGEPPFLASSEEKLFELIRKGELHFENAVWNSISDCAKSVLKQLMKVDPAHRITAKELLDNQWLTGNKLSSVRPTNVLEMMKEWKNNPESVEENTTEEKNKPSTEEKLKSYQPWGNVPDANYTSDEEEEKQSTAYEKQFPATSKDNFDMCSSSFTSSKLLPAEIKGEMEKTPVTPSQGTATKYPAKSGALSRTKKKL
OX1R antag-1: antagonists of human orexin 1 receptor; inhibition, % at 5 µM; 330,000 compounds, 0.43% hits; AID 434989; CHO/OX1R cells, Fluo-8 calcium fluorescence, orexin A; O43613;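 active = inhibition above its plate's threshold, mean inhibition of all tested compounds on the plate plus 3 SD, cut at about 37% in these data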;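 also: 0% = orexin A challenge wells and 100% = SB-334867-A antagonist wells; not every result past the cut was called active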
OX1R antag-2: antagonists of human orexin 1 receptor (OX1R). O43613. OX1R-expressing cells, FRET antagonist read-out. inhibition, % at 6.6 µM. 330,000 compounds, 1.8% hits. AID 485270; in the data active = inhibition mostly above about 38%, no sharp cut-off; inactive = mostly below about 40%;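 also: 0% = agonist challenge alone and 100% = reference antagonist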
* = called active by the depositor; . = no result given.

| structure | STK33 inh | OX1R antag-1 | OX1R antag-2 |
| --- | --- | --- | --- |
| C[C@]12CC[C@H](O)CC1=CCC1C2CC[C@@]2(C)C1CC[C@@H]2OCc1ccccc1 (stereo partly drawn) | -0.4 | -6.3 | 5.1 |
| N#Cc1cc2c(nc1SCC(=O)Nc1cc(Cl)ccc1Cl)C1CCN2CC1 | -0.6 | -29.7 | 8.2 |
| CCOc1ccc(-n2c(O)c(N=Nc3ccc([N+](=O)[O-])cc3)c(=O)[nH]c2=O)cc1 | 0.1 | -34.0 | 76.3* |
| CC1CN(C)C(C)(C)CC1(O)c1ccccc1 (stereo not drawn) | -1.1 | -13.8 | 5.0 |
| CN1CCN(Cc2nnc3n2-c2ccc(Cl)cc2C(c2ccccc2)=NC3)CC1 | 0.1 | -16.5 | 5.5 |
| Cc1cccc2c1=NC(=O)/C(=C/c1c(O)[nH]c(=O)[nH]c1=O)C=2 | 0.0 | -11.9 | 34.0 |
| CCOC(=O)Cn1cc(C(=O)c2ccccc2F)c2ccccc21 | -5.2 | -19.6 | 9.7 |
| CCOC(=O)c1c(C)n(Cc2ccccc2)c2ccc(O)cc12 | 0.1 | -14.6 | 17.3 |
| COC(=O)C(O)(c1cn(C)c2ccccc12)C(F)(F)F (stereo not drawn) | -0.5 | -13.3 | 23.1 |
| CN1CCN(c2ccc(NC(=O)Oc3ccccc3)cc2)CC1 | -1.0 | 9.8 | 4.7 |
| CCCNC(=O)N1[C@H]2CC[C@@H]1C(C(=O)OC)=C(c1ccc3ccccc3c1)C2 | -1.1 | 5.4 | 6.5 |
| COc1ccccc1C(=O)Nc1ccc2c(c1)CC1(C(=O)N(C)C(=O)N(C)C1=O)C1CCCN21 (stereo not drawn) | 7.5 | 28.8 | 66.7* |
| CC[C@@H](CO)C1CC2NC3CC4(c5ccccc5N(C)[C@@H]24)C(O)C31 (stereo partly drawn) | -0.1 | -2.5 | 1.0 |
| Cc1c(Br)c(=O)oc2cc(OCC(=O)N3C[C@H]4C[C@@H](C3)c3cccc(=O)n3C4)ccc12 | -1.1 | -16.3 | 14.2 |
| O=C(NC[P+](=O)O)OCc1ccccc1 | -1.6 | -4.4 | 2.7 |
| OC1(c2cccnc2)CC2CCC(C1)N2Cc1nnnn1Cc1ccccc1 (stereo not drawn) | -1.1 | -13.6 | 4.0 |
| CCOc1ccc(NC(=O)C2C3c4ccccc4C(c4ccccc43)C2C(=O)O)cc1 (stereo not drawn) | -0.7 | -20.6 | 22.3 |
| Cn1c(O)c(/C=N/c2ccccn2)c(=O)n(C)c1=O | -0.8 | -1.2 | 17.3 |
| Cc1c(C(=O)Nc2ccccc2)c2cc(O)ccc2n1Cc1ccccc1 | -1.2 | -21.7 | 17.7 |
| COC(=O)c1ccccc1OP(=O)(c1cccc([N+](=O)[O-])c1)c1cccc([N+](=O)[O-])c1 | -1.8 | -5.5 | 20.8 |

Just OX1R antag-1, for 7 of the compounds above:
mol	OX1R antag-1
Cc1c(Br)c(=O)oc2cc(OCC(=O)N3C[C@H]4C[C@@H](C3)c3cccc(=O)n3C4)ccc12	-16.3
O=C(NC[P+](=O)O)OCc1ccccc1	-4.4
OC1(c2cccnc2)CC2CCC(C1)N2Cc1nnnn1Cc1ccccc1 (stereo not drawn)	-13.6
CCOc1ccc(NC(=O)C2C3c4ccccc4C(c4ccccc43)C2C(=O)O)cc1 (stereo not drawn)	-20.6
Cn1c(O)c(/C=N/c2ccccn2)c(=O)n(C)c1=O	-1.2
Cc1c(C(=O)Nc2ccccc2)c2cc(O)ccc2n1Cc1ccccc1	-21.7
COC(=O)c1ccccc1OP(=O)(c1cccc([N+](=O)[O-])c1)c1cccc([N+](=O)[O-])c1	-5.5

The listing continues:
| structure | STK33 inh | OX1R antag-1 | OX1R antag-2 |
| --- | --- | --- | --- |
| C/C(=N/O)c1ccc2ccc3ccccc3c2c1 | 1.4 | -15.2 | 55.1 |
| COC(=O)C1=C(c2c(C)noc2C)C[C@@H]2CC[C@H]1N2C(=O)NCc1ccc2c(c1)OCO2 | 0.0 | -9.7 | 6.0 |
| C=CCn1c(O)c(C(C)=NCCCN(C)C)c(=O)[nH]c1=O | -2.0 | -15.3 | -2.1 |
| CN(C)c1ccc(C2C3C=CC(C3)C2(C#N)C(=O)O)c(Br)c1 (stereo not drawn) | -1.2 | -13.7 | 17.5 |
| O=C(Cn1cnc2ccccc2c1=O)NCC(=O)N1CCC2(CC1)OCCO2 | -1.9 | -5.0 | -1.1 |
| CN(C)C(=O)Oc1ccc2c(c1)O/C(=C\c1cccc(Cl)c1)C2=O | -0.3 | -9.5 | 1.7 |
| COC(=O)C1=C(c2cccc(OCc3ccccc3)c2)C[C@@H]2CC[C@H]1N2C(=O)NC1CCN(Cc2ccccc2)CC1 | -1.5 | -17.0 | 4.3 |
| CCN(CC)c1ccc([N+](=O)[O-])c2cccnc12 | 0.6 | -26.3 | 28.8 |
| COc1ccccc1NC(=O)COC(=O)c1cc(C)n(C2CC2)c1C | 0.3 | -17.1 | 16.7 |
| Cc1ccc(OP(=O)(NC(C)c2ccccc2)Oc2ccc(C)cc2)cc1 (stereo not drawn) | -2.0 | -20.0 | 3.6 |

In the list so far, these have bromine:
| structure | STK33 inh | OX1R antag-1 | OX1R antag-2 |
| --- | --- | --- | --- |
| Cc1c(Br)c(=O)oc2cc(OCC(=O)N3C[C@H]4C[C@@H](C3)c3cccc(=O)n3C4)ccc12 | -1.1 | -16.3 | 14.2 |
| CN(C)c1ccc(C2C3C=CC(C3)C2(C#N)C(=O)O)c(Br)c1 (stereo not drawn) | -1.2 | -13.7 | 17.5 |

Next section.
| structure | STK33 inh | OX1R antag-1 | OX1R antag-2 |
| --- | --- | --- | --- |
| CCCCCCn1c(=O)c(C(=O)Nc2nnc(C)s2)c(O)c2ccccc21 | -0.2 | 2.1 | 6.2 |
| CCOC(=O)C1CCN(Cc2ccc(Cl)nc2)CC1 | 0.1 | -21.9 | 8.0 |
| C[C@H]1CCC/C=C/C2C[C@H](O)CC2[C@H](O)/C=C/C(=O)O1 (stereo partly drawn) | -1.1 | -1.2 | 11.3 |
| C[C@]12CCC3C(C(=O)C[C@H]4C[C@@H](O)CC[C@]34C)C1CCC2=O (stereo partly drawn) | 0.3 | -0.4 | 2.7 |
| O=c1[nH]c(=S)n(C2CC2)c(O)c1/C=N/Nc1ccccc1 | . | -0.5 | 21.8 |
| CN1C2CCC1CC(OC(=O)c1cc(Cl)cc(Cl)c1)C2 (stereo not drawn) | 8.3 | -26.9 | 3.5 |
| CCC12CN3CCN(CC(C3)/C1=N/NC(N)=O)C2 | -0.6 | 2.2 | 8.0 |
| O=c1cc(C2CCNCC2)[nH][nH]1 | -0.1 | -13.3 | 21.5 |
| CNCC(O)c1cccc(OC(=O)c2ccccc2C)c1 (stereo not drawn) | -0.2 | -26.8 | -9.7 |
| CCN(CC)C(=O)Cn1cc(/C=C2\C(=O)NC(=O)N(c3ccccc3F)C2=O)c2ccccc21 | 8.2 | -25.2 | 9.7 |

Continued; the last three above are carried over.
| structure | STK33 inh | OX1R antag-1 | OX1R antag-2 |
| --- | --- | --- | --- |
| O=c1cc(C2CCNCC2)[nH][nH]1 | -0.1 | -13.3 | 21.5 |
| CNCC(O)c1cccc(OC(=O)c2ccccc2C)c1 (stereo not drawn) | -0.2 | -26.8 | -9.7 |
| CCN(CC)C(=O)Cn1cc(/C=C2\C(=O)NC(=O)N(c3ccccc3F)C2=O)c2ccccc21 | 8.2 | -25.2 | 9.7 |
| COc1ccccc1C(=O)C1CCCN(Cc2cnc(C)s2)C1 (stereo not drawn) | -0.1 | -19.5 | 11.0 |
| Cc1oc2ccc(OC(=O)N(C)C)cc2c1C(=O)OC(C)C | 0.2 | -34.5 | 27.1 |
| CCOP(=S)(OCC)c1ccc(N(C)C)cc1 | 0.3 | -27.9 | 22.7 |
| CCC(C)/C=C(C)/C=C/C1=CC2=C(Cl)C(=O)C(C)(OC(C)=O)C(=O)C2=CO1 (stereo not drawn) | 1.1 | -6.6 | 14.9 |
| O=C(O)CCCc1ccc(N(CCCl)CCCl)cc1 | 0.0 | -7.6 | 6.8 |
| CCN1CCN(c2ccc(NC(=O)C(C)C)cc2Cl)CC1 | -0.3 | -16.8 | 9.2 |
| Cc1ccsc1C(=O)C1CCCN(Cc2cc3ccccc3o2)C1 (stereo not drawn) | -1.4 | -39.8 | 28.0 |
| Cc1ccc(/C=C2/C(=O)NC(=O)N(CCc3ccc(F)cc3)C2=O)s1 | -1.4 | -9.8 | 13.8 |
| CC(=O)N1N=C2C3CCN(CC3)C2C1c1ccc(Br)cc1 (stereo not drawn) | -1.3 | -20.2 | 12.0 |
| COC(=O)C(O)(c1ccc(NC(=O)c2cccs2)cc1)C(F)(F)F (stereo not drawn) | 1.6 | 5.2 | 19.7 |
| COP(=O)(OC)C(O)C(Cl)(Cl)Cl (stereo not drawn) | -0.3 | 0.8 | 16.2 |
| Cc1nnc2ccc(-c3cccc(C(F)(F)F)c3)nn12 | -1.2 | -16.9 | 21.0 |
| C[C@]12CCC3C(CC[C@@H]4C[C@H](O)CC[C@]34C)C1CCC2=O (stereo partly drawn) | 0.1 | -6.2 | 8.2 |
| CNc1ccc2oc(C[C@H]3O[C@@]4(CC[C@H]3C)O[C@H]([C@H](C)C(=O)c3ccc[nH]3)[C@H](C)C[C@H]4C)nc2c1C(=O)O | -1.6 | 67.4* | 20.4 |
| CNC(=S)N1CC2CC(C1)c1cccc(=O)n1C2 (stereo not drawn) | -3.3 | -1.5 | 18.7 |
| C/C=C(\C)C(=O)OC1C(C)=C2C(C1OC(=O)CCCCC)C(C)(OC(C)=O)CC(OC(=O)CCC)C1(O)C2OC(=O)C1(C)O (stereo not drawn) | 0.4 | 100.7* | 2.3 |
| O=Cc1c(C(=O)O)n(Cc2ccccc2F)c2ccccc12 | 0.2 | -22.7 | -2.6 |
| CN1C2c3ccccc3C3C4c5ccccc5C(C31)C(C2[N+](=O)[O-])N4C (stereo not drawn) | -1.3 | -16.6 | -6.9 |
| CN(C)C(=O)O/N=C(\N)COc1ccc(C(C)(C)C)cc1 | -0.2 | -3.3 | 5.8 |
| COC(=O)C1=C(c2ccc(F)cc2OCc2ccccc2)C[C@@H]2CC[C@H]1N2C(=O)NCc1ccc(N(C)C)cc1 | -1.5 | 6.1 | 10.7 |
| Nc1nnc(P(c2ccccc2)c2ccccc2)s1 | 0.1 | -6.9 | 6.1 |
| Cc1ccc(N=Cc2c(O)n(C)c(=O)n(C)c2=O)cc1 | 0.5 | -1.6 | 4.5 |
| O=S(=O)(NC1CCCC1)OCC(Cl)(Cl)Cl | 1.0 | -0.8 | 23.5 |

An excerpt. The share of hits here may be higher or lower than overall.
